Wee1 stabilizer – human Wee1 degradation inhibition, primary screen; P30291; HeLa Luc-Wee1K328M stability, luciferase luminescence; 100% = proteasome inhibitor MG132 effect; reporter increase, % at 5 µM; 220,000 compounds, 1.2% hits; AID 1321;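 active = activation above the mean of all tested compounds plus 3 SD, set per screening run, cut at about 8.8% in these data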;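 also: cells exposed to compound for 20 h before luminescence read; 0% = DMSO alone and 100% = MG132 at 30 µM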
Cl transport mod – modulates chloride dependent transport by human KCC2. AID 1456. Q9H2X9. B-score of Tl+ flux slope (higher = more flux/activation; lower = inhibition) at 10 µM. KCC2 cells, thallium flux FluoZin-2 fluorescence. 190,000 compounds, 2.2% hits;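 active = thallium flux slope and its plate-corrected score both differing from the plate sample mean at a set confidence after two filtering rounds, in either direction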;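 also: slope of fluorescence scaled to starting intensity during 10 to 20 s after thallium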
Thrombin inh – inhibitors of human thrombin; P00734; alpha-thrombin, Boc-VPR-AMC fluorogenic substrate cleavage; inhibition, % at 5 µM; 220,000 compounds, 0.26% hits; AID 1046;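 active = inhibition at or above 40%; inactive = inhibition below 40%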;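 also: 0% = enzyme with no compound and 100% = wells without enzyme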
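Test system: human alpha-thrombin; medium: pH 7.5 Tris-saline with Tween 20; times: reaction at room temperature; signal: AMC fluorescence at 355 nm excitation and 460 nm emission; also added: Boc-VPR-AMC substrate, 15 µM final; dosing: one concentration per compound, 5 µM, with 0.2% DMSO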
FXIa inh – inhibitors of human coagulation factor XIa | purified FXIa, Boc-Glu-Ala-Arg-AMC fluorogenic substrate | AID 798 | inhibition, % at 5 µM | 220,000 compounds, 0.14% hits;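 active = inhibition of at least 40%; inactive = inhibition below 40%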;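 also: fluorescence of freed AMC excited at 355 nm; 0% = enzyme without compound and 100% = no enzyme blank; many of its hits are not listed in these tables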
Target sequence (P03951 19-387 limits assumed): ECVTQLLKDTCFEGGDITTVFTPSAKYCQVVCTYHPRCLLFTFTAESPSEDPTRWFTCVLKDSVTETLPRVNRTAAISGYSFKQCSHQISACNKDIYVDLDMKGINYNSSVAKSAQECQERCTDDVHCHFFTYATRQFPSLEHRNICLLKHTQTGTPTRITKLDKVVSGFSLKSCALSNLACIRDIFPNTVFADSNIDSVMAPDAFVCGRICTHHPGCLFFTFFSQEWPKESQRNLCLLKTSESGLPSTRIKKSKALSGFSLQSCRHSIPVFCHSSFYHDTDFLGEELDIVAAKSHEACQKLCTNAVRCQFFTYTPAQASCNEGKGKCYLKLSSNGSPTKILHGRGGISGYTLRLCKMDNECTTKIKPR
Target sequence (P03951 388-625 limits assumed): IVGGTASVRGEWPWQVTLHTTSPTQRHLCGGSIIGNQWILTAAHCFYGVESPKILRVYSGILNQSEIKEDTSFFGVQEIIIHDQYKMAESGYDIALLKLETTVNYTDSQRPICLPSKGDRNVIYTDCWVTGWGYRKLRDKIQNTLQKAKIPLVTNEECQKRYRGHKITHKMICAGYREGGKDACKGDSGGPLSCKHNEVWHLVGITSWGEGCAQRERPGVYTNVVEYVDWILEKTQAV
PERK inhibitor – inhibitors of human PERK kinase. Q9NZJ5. CHO PERK-DD fusion, SEAP luminescence translation reporter. inhibition, % at 5.6 µM. 220,000 compounds, 0.17% hits. AID 1416;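 active = inhibition above the mean inhibition of all tested compounds plus 3 SD, set separately per screening campaign, cut at about 2.9% in these data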;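 also: PERK kinase domain activated by AP20187 dimerizer at 100 nM; 0% = DMSO with dimerizer and 100% = rapamycin at 8.4 µM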
FXIIa inh 1536 – factor XIIa (human) inhibition | 220,000 compounds, 0.3% hits | inhibition, % at 5 µM | purified FXIIa, Boc-QGR-AMC fluorogenic substrate, 2 h; in the data active = inhibition above about 40%;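 also: 0% = enzyme with no compound and 100% = blank without enzyme; many of its hits are not listed in these tables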
p97 inhibitor – inhibitors of human p97 ATPase | P55072 | recombinant p97 ATPase, Kinase-Glo ATP luminescence, 3 h | inhibition, % at 8 µM | 220,000 compounds, 0.42% hits; in the data active = inhibition above about 15%;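 also: 0% = DMSO vehicle and 100% = wells lacking enzyme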
Furin inhibitor – human furin inhibition | P09958 | purified furin, fluorogenic substrate cleavage | inhibition, % at 30 µM | 220,000 compounds, 0.061% hits; in the data active = inhibition above about 25%; also: inactives centre near -15
KLK5 inh – blocks human kallikrein 5 protease activity. recombinant hK5, fluorogenic AMC substrate cleavage. AID 873. 210,000 compounds, 0.59% hits. inhibition, % at 5 µM. Q9Y337;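 active = inhibition of 40% or more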;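 also: 0% = enzyme controls without compound and 100% = no-enzyme blanks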
Target sequence (Q9Y337 67-293 limits assumed): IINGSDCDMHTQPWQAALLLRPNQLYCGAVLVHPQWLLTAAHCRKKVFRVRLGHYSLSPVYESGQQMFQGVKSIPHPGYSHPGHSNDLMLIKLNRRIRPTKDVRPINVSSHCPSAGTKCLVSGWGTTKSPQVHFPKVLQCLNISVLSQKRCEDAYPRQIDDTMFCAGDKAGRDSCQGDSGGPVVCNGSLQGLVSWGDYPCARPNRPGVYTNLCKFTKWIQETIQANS
An asterisk follows results filed as active; i = inactive; . = no result given; [ ] = remark or other dose.

The opening two records as a preview:
Values run as follows: Wee1 stabilizer	Cl transport mod	Thrombin inh	FXIa inh	PERK inhibitor	FXIIa inh 1536	p97 inhibitor	Furin inhibitor	KLK5 inh
O=C(COc1cc(O)c2c(=O)cc(-c3ccccc3)oc2c1)c1ccc(F)cc1
 : 3	.	-2	-1	-0.2	0	6	-11	0
COc1ccc(NC(=O)N(C2CCCCC2)C(C)c2cccnc2)c(OC)c1 (stereo not drawn)
 : 1	-0.22	3	-1	0.9	-1	-2	-5	-15

The listing, previewed entries included:
Values run as follows: Wee1 stabilizer	Cl transport mod	Thrombin inh	FXIa inh	PERK inhibitor	FXIIa inh 1536	p97 inhibitor	Furin inhibitor	KLK5 inh
O=C(COc1cc(O)c2c(=O)cc(-c3ccccc3)oc2c1)c1ccc(F)cc1
 : 3	.	-2	-1	-0.2	0	6	-11	0
COc1ccc(NC(=O)N(C2CCCCC2)C(C)c2cccnc2)c(OC)c1 (stereo not drawn)
 : 1	-0.22	3	-1	0.9	-1	-2	-5	-15
Cc1ccc(C)c(NC(=O)Cn2cnc3c(oc4ccccc43)c2=O)c1
 : 3	0.1	-2	-2	0.5	6	5	-37	-1
COc1ccc(C(=O)N2CCOC2CNC(=O)C(=O)NCc2ccco2)cc1 (stereo not drawn)
 : 3	0.99	5	-2	0.8	4	2	-20	-6
O=C(NC1CCS(=O)(=O)C1)c1cccc(S(=O)(=O)N2CCOCC2)c1 (stereo not drawn)
 : 0	0.7	0	7	0.6	2	1	-16[20 µM]	6
CN1CCN(Cc2c(O)ccc3cc(Br)ccc23)CC1
 : -1	0.59	.	8	0.6	8	5	-15	1
O=C1Oc2ccccc2C(=O)/C1=C/c1ccccc1O
 : -1	-0.2	4	1	1.0	12	0	-17	3
COc1ccc(C2OC3=C(Nc4cc(C)c(C)cc4N3)C2=O)cc1 (stereo not drawn)
 : 2	-0.067	0	-5	1.1	8	0	-23	1
CCCCC(Sc1nc(N)c(NC(=O)c2ccc(OCC)cc2)c(=O)[nH]1)C(=O)O (stereo not drawn)
 : 2	1.9	-7	-5	1.7	3	5	-18	0
CCN(CC)S(=O)(=O)c1ccc(-c2nnc(SCC(=O)N3CCOCC3)o2)cc1
 : 1	.	-9	-12	-0.5	-3	6	-13	4
O=C(COC(=O)Cn1cnc2ccccc21)NCCC1=CCCCC1
 : 5	0.59	-2	-17	1.7	6	2	-14	-3
CCCN(CCC)c1nc2ccccc2n2c(C)nnc12
 : 3	-0.23	1	6	-0.4	14	-10	-7[20 µM]	7
N[C@@H](CO)c1nnc([C@H](Cc2ccc(O)cc2)NC(=O)C2CCNCC2)o1
 : 0	0.31	4	2	1.8	15	2	-32	4
COc1ccccc1-n1c(=O)[nH]c2c(C(N)=O)nc(CC(C)C)nc21
 : -1	.	0	4	-0.5	13	0	-35	-14
O=C(CNC(=S)N(CCCN1CCOCC1)Cc1cccs1)NC1CCCCCCC1
 : -2	0.99	2	7	-0.4	9	-1	-15	-19
O=C(CCN1C(=O)c2ccncc2C1=O)Nc1cc(F)ccc1F
 : 0	-0.29	0	1	1.0	-1	5	-27	-6
CC(C)c1cc(C(=O)NC2CCCCC2)no1
 : 0	1.9	-3	-3	-0.7	7	-5	-5	1
CNC(=O)CSc1nnnn1-c1cc(C)ccc1C
 : 0	-0.64	-1	-1	0.8	8	-3	-14[20 µM]	-8
CCN(C(=O)Cc1nc(N)n[nH]1)C1(C(=O)Nc2ccccc2)CCCCC1
 : 2	0.24	-5	-3	1.1	10	-1	-26	.
CN1CCN(C(=O)/C(=C/c2ccc(F)cc2)c2ccsc2)CC1
 : -1	-0.061	-7	2	0.0	4	4	-3	-2
COC(=O)C1=C(C)N(CCc2cc(OC)c(OC)c(OC)c2)C(=O)N[C@H]1c1ccc(Br)cc1
 : -2	-0.78	-4	-10	-1.6	-2	-3	-10	-13
O=C1C(Cl)=C(NCCN2CCCCC2)C(=O)c2ccccc21
 : -1	-0.29	-6	-1	-0.1	8	3	-20	-4
Cc1ccc(-n2c(O)c(C=NC3CCS(=O)(=O)C3)c3ccccc3c2=O)cc1 (stereo not drawn)
 : -1	0.17	1	4	-1.2	9	-3	-9[20 µM]	-3
c1ccc2[nH]c3cc4ncnc4cc3nc2c1
 : 1	i	-3	4	0.8	15	3	-7	-14
Cc1c(N=C2SCC(=O)N2/N=C\c2ccc(Br)cc2)c(=O)n(-c2ccccc2)n1C
 : -1	0.07	1	6	-0.9	14	4	-27	-8
Cc1ccccc1-n1c(C)nnc1SCC(=O)N1CCc2ccccc2C1
 : 1	-0.094	2	4	-0.4	12	3	-6	-17
CCN(CC)CCNCc1cc(Cl)c(OCC(=O)Nc2ccccc2)c(OC)c1
 : 0	1.6	0	-1	-0.9	6	2	-18	2
COCCCN(Cc1ccccn1)S(=O)(=O)Cc1ccccc1
 : -2	0.94	-9	-7	0.1	-3	-4	-16[20 µM]	8
O=C1OC(/C=C/c2ccc(Cl)cc2Cl)=NC/1=C\c1cccs1
 : 1	0.82	0	5	1.1	6	2	-18	-5
CS(=O)(=O)N1CCN(c2ccccc2NC(=O)c2cccnc2)CC1
 : 0	0.029	-3	0	-0.5	6	1	-10[20 µM]	1
Cc1cc(C)cc(NS(=O)(=O)c2ccc3c(c2)c(=O)n(C)c(=O)n3C)c1
 : -3	.	0	-18	-1.1	10	3	-20[20 µM]	7
COc1cc(NS(=O)(=O)c2ccc(N/C=C\C(=O)c3ccc(OC)c(OC)c3)cc2)nc(OC)n1
 : -3	-0.11	-4	5	-0.1	11	-4	-25	-19
CCOc1c2ccc(C(=O)NCc3cc(C(F)(F)F)cc(C(F)(F)F)c3)cc2nn1CCOC
 : 1	-0.32	-1	-30	-0.2	14	-4	-22[20 µM]	2
Cc1csc(NC(=O)c2nc(-c3ccccc3)n(-c3ccccc3)n2)n1
 : -3	-1.8	4	13	-1.0	7	-1	-6	-11
CC(C)OCCCNc1nc2c([nH]1)c(=O)n(C)c(=O)n2C
 : -2	0.62	-2	-5	0.0	6	2	-18	0
Cc1nc2[nH]onc2c2nccc(=O)c12
 : -1	0.042	0	0	2.7	5	4	-8[20 µM]	4
Clc1ccc(/C=N/Nc2nnc(-c3ncc[nH]3)c3ccccc23)cc1
 : -1	-0.3	0	-3	-0.2	9	0	-16[20 µM]	15
CC1(C)CC(=O)C=C(Nc2ccc(C(=O)O)cc2)C1
 : 1	0.68	-2	7	0.8	15	5	-17[20 µM]	-3
C=CCn1c(=NC(=O)C2COc3ccccc3O2)sc2cc(S(N)(=O)=O)ccc21 (stereo not drawn)
 : -2	0.76	-4	8	-0.5	12	8	11	-16
CCN1CCN(c2cc(C)c3cc(NC(=S)N4CCN(c5ccccc5F)CC4)ccc3n2)CC1
 : -1	-0.2	1	-1	0.7	8	-2	-15	4
Cc1ccc(S(=O)(=O)N2CCOC2CNC(=O)C(=O)NCCc2ccc(S(N)(=O)=O)cc2)cc1 (stereo not drawn)
 : -1	1.3	-7	-2	1.5	9	4	-22	1
COCCn1c(SCC(=O)Nc2ccc(C)cc2)nc2c(oc3ccccc32)c1=O
 : 1	-0.37	-6	-10	-0.2	4	-1	-11	-2
O=C(CCc1ccccc1)Nc1ccc(NC(=O)c2ccco2)cc1
 : 0	.	-2	1	0.4	12	-3	-12	3
COc1ccc(-c2oc3ccccc3c(=O)c2OC(C)=O)cc1
 : -5	55*	-6	-11	0.2	-1	2	-61	-9
CN1CCN(S(=O)(=O)c2ccc(N3CCN(C(=O)c4ccccc4)CC3)nc2)CC1
 : -1	0.033	4	-4	0.3	-7	4	-2	-7
CN(CC(=O)NC(=O)NCc1ccco1)CC(=O)Nc1ccccc1Cl
 : 5	-0.64	0	1	0.1	8	1	-13	-2
Cc1c(C(=O)N2CCN(c3ccccn3)CC2)oc2ccccc12
 : 3	0.083	-3	4	0.4	4	-2	11[20 µM]	2
COC(=O)c1cc(NC(=O)c2ccco2)ccc1N1CCOCC1
 : 1	1.4	-4	-10	0.1	5	7	-4	-10
Cn1c(SCC(=O)OC2CCCCC2)nnc1-c1ccco1
 : 1	0.013	-5	7	1.0	10	2	-21[20 µM]	-5
CN(CC(=O)N1CCc2ccccc21)S(=O)(=O)c1cccc2cccnc12
 : -2	.	0	4	-1.1	13	-10	-6	-3
O=C(O)c1cccc(N/N=C/c2cccs2)c1
 : -4	0.81	-5	1	0.4	8	7	6	-13
Cc1ccnc(NS(=O)(=O)c2ccc(NC(=O)CN3C(=O)CCC3=O)cc2)n1
 : 2	0.4	9	-8	0.7	0	-1	-19	-5
COC(=O)c1[nH]nc(C(=O)OC(C)(C)C)c1-c1ccccc1
 : -2	-0.31	-2	9	0.6	8	-3	-24	-12
COC(=O)C1=C(Nc2ccc(C)cc2)C=C(C)C(C(=O)OC)C1c1ccc(F)cc1 (stereo not drawn)
 : 5	0.7	2	4	-1.4	14	-5	1[20 µM]	0
Cc1nn(C2CCCO2)c(=O)nc1N (stereo not drawn)
 : -3	0.13	-4	3	0.1	3	4	-17	-7
C/C(=N\NC(=O)c1cc(-c2cccc([N+](=O)[O-])c2)n[nH]1)c1ccc(F)cc1
 : 2	-0.15	-5	13	-0.6	9	-2	-26	2
O=C(NCCCn1ccnc1)/C(=C/c1ccco1)NC(=O)c1ccccc1
 : 1	.	.	.	-0.3	.	3	-5[20 µM]	.
O=C(CSCc1ccc(Cl)cc1Cl)Nc1c[nH]c(=O)[nH]c1=O
 : 1	-0.018	-2	15	1.2	5	8	-12	-18
COc1ccc(C2CN=NC2C(=O)c2ccccc2)cc1 (stereo not drawn)
 : 0	-1.4	-4	-2	0.0	5	4	-14	-4
CCOC(=O)C(NC(=O)NCc1ccc(OC)cc1)(OCC)C(F)(F)F (stereo not drawn)
 : -3	0.26	-1	6	0.3	7	7	-16	-1
COc1ccccc1CNC(=O)CSc1ccc(C)cc1
 : 2	-0.86	-2	-4	0.6	4	-1	-12	10
O=C(Cc1cccs1)Nc1nnc(-c2ccccc2)s1
 : -3	0.0026	.	4	0.6	12	3	-41	3

Not a hit list. About 4.4% of those tested had a hit in this group.
